MRP-1 activ: H69AR viability gain despite doxorubicin, primary screen, MRP-1 activator project, H69AR cells, CellTiter-Glo; AID 799, 2007; viability increase, % at 10 µM; viability rescue; hit rate 0.61% among 140,000;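 active = viability gain under doxorubicin at or above a set limit, the compound median plus 3 SD, cut at about 4.7% in these data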;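 note: MRP-1 overexpressing cells given doxorubicin 25 µM after compound pretreatment; 18-22 h compound pretreatment then 72 h with doxorubicin before readout; 0% = doxorubicin-only wells and 100% = vehicle-treated cells without doxorubicin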
HCT116 PTEN-null: growth suppression of PTEN-null HCT116, primary screen, cell-based, CellTiter-Glo; AID 827, 2007; HCT116 PTEN-null viability, 60 h; active compounds read low; hit rate 1.2% among 140,000; viability, % at 10 µM;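 active = viability at or below a set limit, 4 SD under the median of all tested compounds, cut at about 3.7% in these data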;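 note: PTEN knockout HCT116 line with beta catenin targeted HCT116 as companion control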
Measles CPE: compounds protecting cells from measles virus cytopathic effect, primary screen, measles RdRp inhibitor project, single point, MLSMR library, absorbance. Measles virus-infected cells, CPE protection. protection (pct of control), % at 4 µM. hit rate 1.5% among 140,000; in the data active = protection mostly above about 24%, no sharp cut-off; inactive = mostly below about 26%; note: some compounds called inactive have numbers as strong as hits
Phagocytosis inh: inhibitors of macrophage phagocytosis, primary screen, imaging, J774A.1 cells, IgG beads | J774A.1 macrophage IgG-bead phagocytosis | hit rate 0.07% among 110,000 | inhibition, % at 5 µM | AID 1029, 2008;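 active = inhibition above the mean of the plate negative controls plus 5 SD, cut at about 13% in these data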;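 note: phagocytic index as fraction of beads internalized from green versus red external bead signal; plate controls were DMSO negative control for no effect and cytochalasin-D positive control for full effect; some results beyond the cut were filed as inactive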
GALR2 blocker: GALR2 antagonists in receptor-expressing cells, primary screen. antagonist mode. AID 828, 2007. hit rate 0.39% among 140,000. Galanin receptor type 2 (Homo sapiens), O43603. inhibition, % at 4 µM; in the data active = inhibition above about 27%;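 note: cells stimulated with galanin 1-16 at roughly its EC80; 0% = agonist challenge control and 100% = basal control without agonist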
Target sequence (O43603 whole entry, looked up): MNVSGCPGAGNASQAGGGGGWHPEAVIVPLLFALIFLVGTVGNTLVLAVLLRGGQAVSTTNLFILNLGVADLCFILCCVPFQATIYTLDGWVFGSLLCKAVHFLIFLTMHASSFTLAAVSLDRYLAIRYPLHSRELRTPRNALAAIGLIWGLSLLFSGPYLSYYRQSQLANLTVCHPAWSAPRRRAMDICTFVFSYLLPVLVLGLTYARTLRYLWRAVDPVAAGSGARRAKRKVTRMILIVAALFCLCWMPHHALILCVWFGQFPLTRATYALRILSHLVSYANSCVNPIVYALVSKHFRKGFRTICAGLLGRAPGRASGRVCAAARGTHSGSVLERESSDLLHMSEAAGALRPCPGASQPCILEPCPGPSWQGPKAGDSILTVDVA
E-sel TNF inh: E-selectin induction blockers in HUVEC – imaging, immunofluorescence, high content, primary screen; inhibition, % at 2 µM; hit rate 0.71% among 120,000; HUVEC TNFa-induced E-selectin immunofluorescence;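 active = inhibition above the batch mean plus 3 SD, and confirmed as a hit on visual image review, cut at about 43% in these data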;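 note: 0% = TNF-stimulated DMSO wells and 100% = unstimulated control wells; not every result past the cut was called active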
Yeast growth inh: growth inhibitors of yeast BB579 in restrictive medium, primary screen, yeast lifespan-shortening project, S. cerevisiae | hit rate 0.51% among 140,000 | OD615, 48 h | AID 804, 2007 | inhibition, % at 10 µM;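 active = inhibition above a set limit, 3 SD over the mean compound inhibition, cut at about 44% in these data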; note: inactives centre near -24
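Assay system: S. cerevisiae DeaD strain BB579 yeast. Medium: CSMM-D restrictive synthetic medium containing dextrose (glucose). Times: 4 h cell preincubation, 48 h compound exposure, 30 °C humidified. Signal: OD615 turbidity measurement. Benchmarks: positive control amphotericin B 10 µg/mL.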
NPY-Y2 antag: NPY-Y2 receptor antagonists, primary screen, cell-based; inhibition, % at 2.7 µM; hit rate 0.99% among 140,000; NPY-Y2 expressing cells, antagonist mode; in the data active = inhibition above about 17%;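 note: 0% = vehicle with agonist challenge and 100% = reference antagonist with challenge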
Target sequence (P49146 whole entry, looked up): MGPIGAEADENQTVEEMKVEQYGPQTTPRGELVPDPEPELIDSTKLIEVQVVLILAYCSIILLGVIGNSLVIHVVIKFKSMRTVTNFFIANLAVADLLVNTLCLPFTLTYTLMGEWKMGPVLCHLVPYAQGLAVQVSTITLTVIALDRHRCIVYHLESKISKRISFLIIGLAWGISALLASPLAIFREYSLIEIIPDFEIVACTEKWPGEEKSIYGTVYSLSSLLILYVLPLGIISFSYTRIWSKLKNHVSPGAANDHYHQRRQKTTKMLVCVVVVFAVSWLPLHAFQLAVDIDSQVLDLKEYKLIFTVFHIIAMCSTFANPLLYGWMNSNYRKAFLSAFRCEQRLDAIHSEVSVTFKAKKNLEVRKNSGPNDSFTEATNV
Yeast life ext: compounds extending yeast replicative lifespan, primary screen, S. cerevisiae, OD615 | S. cerevisiae growth with nicotinamide; deaD strain in restrictive glucose medium | inhibition of the nicotinamide effect, % at 10 µM | hit rate 0.68% among 130,000;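 active = inhibition above a set limit, placed 3 SD over the median of all compounds, cut at about 26% in these data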;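 note: 0% = nicotinamide-treated wells and 100% = cells grown without nicotinamide; some compounds called inactive have numbers as strong as hits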
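Buffer or medium: CSMM-D glucose medium, restrictive; test system: modified budding yeast, DeaD strain; compound: single dose 10 µM compound, 0.25% DMSO; schedule: culture preincubation 4 h, compound exposure 48 h, both 30 °C; detection: optical density (absorbance) at 615 nm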
bCat KO growth: primary screen for growth suppressors in beta-catenin knockout HCT116 cells (colon tumor, human); HCT116 beta-catenin knockout viability, CellTiter-Glo, 60 h; active compounds read low; viability, % at 10 µM; hit rate 1.5% among 140,000; AID 818, 2007;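 active = viability at or under a set limit, the compound median less 4 SD, cut at about 6% in these data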;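 note: 0% = Hyamine 1622 control at 20 µM and 100% = untreated cell control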
Active calls of the source: *. No enrichment for hits; any-hit rate near 6.1%.

Screening CCOC(=O)C1CCN(C(=O)COC(=O)c2ccc(Br)o2)CC1 returned MRP-1 activ -1.1, HCT116 PTEN-null 111, Measles CPE 3, Phagocytosis inh -1, GALR2 blocker 24, E-sel TNF inh -6, Yeast growth inh -31, NPY-Y2 antag -1, Yeast life ext 19 and bCat KO growth 99.
`C=CCn1c(C)cc(C(=O)CSc2nnc(NCc3ccccc3)s2)c1C` gave MRP-1 activ -3.4, HCT116 PTEN-null 37, Measles CPE 3, GALR2 blocker 3, E-sel TNF inh 9, Yeast growth inh 64*, NPY-Y2 antag 8, Yeast life ext -9 and bCat KO growth 21.
Screening COC(=O)c1cccc(CSc2nnc(C)s2)c1 returned MRP-1 activ -0.2, HCT116 PTEN-null 98, Measles CPE 2, Phagocytosis inh -3, GALR2 blocker -5, E-sel TNF inh -8, Yeast growth inh -3, NPY-Y2 antag 3, Yeast life ext -14 and bCat KO growth 107.
CCOC(=O)c1c(C)noc1CP(=O)(c1ccccc1)c1ccccc1 was read as MRP-1 activ -1.3, HCT116 PTEN-null 85, Measles CPE 11, GALR2 blocker 4, E-sel TNF inh 24, Yeast growth inh -19, NPY-Y2 antag 17, Yeast life ext -6 and bCat KO growth 77.
`Cc1c(C(=O)N2CCOCC2)sc2nc(-c3ccccc3)cn12` gave MRP-1 activ -0.4, HCT116 PTEN-null 95, Measles CPE 29, Phagocytosis inh -1, GALR2 blocker 1, Yeast growth inh -27, NPY-Y2 antag 1, Yeast life ext -17 and bCat KO growth 94.
Screening COc1cc(Cl)c(C)cc1NC(=O)CSc1ccccc1 returned MRP-1 activ 0.2, HCT116 PTEN-null 85, Measles CPE 13, Phagocytosis inh -1, GALR2 blocker 2, Yeast growth inh -34, NPY-Y2 antag 7, Yeast life ext -5 and bCat KO growth 83.
`Cc1nc2sc(C(c3cccc(F)c3)N3CCCC(C)C3)c(O)n2n1` (configuration not stated) gave MRP-1 activ -3.6, HCT116 PTEN-null 92, Measles CPE 26, Phagocytosis inh 0, GALR2 blocker -1, E-sel TNF inh 17, Yeast growth inh -14, NPY-Y2 antag 0, Yeast life ext -5 and bCat KO growth 90.
Screening CC(C)C[C@H](NC(=O)[C@@H]1O[C@H]1C(=O)O)C(=O)NCCCCN=C(N)N returned MRP-1 activ 0.2, HCT116 PTEN-null 95, Measles CPE 29, GALR2 blocker 10, Yeast growth inh -52, NPY-Y2 antag -3, Yeast life ext 4 and bCat KO growth 90.
For Nc1ncc(Br)cc1S(=O)(=O)NCCC(=O)N1CCN(c2ccccn2)CC1 the results were MRP-1 activ -2.7, HCT116 PTEN-null 88, Measles CPE 16, Phagocytosis inh -3, GALR2 blocker -7, E-sel TNF inh 9, Yeast growth inh -9, NPY-Y2 antag -1, Yeast life ext 5 and bCat KO growth 87.
`CN(C(=S)NC(=O)/C=C/c1ccc(F)cc1)C1CCCCC1` gave MRP-1 activ 1.4, HCT116 PTEN-null 98, Measles CPE 21, Phagocytosis inh 0, GALR2 blocker -8, E-sel TNF inh 0, Yeast growth inh -21, NPY-Y2 antag 1, Yeast life ext 7 and bCat KO growth 95.
Screening Cn1nc(OC(=O)Nc2ccccc2)cc1C(F)(F)F returned MRP-1 activ -1.8, HCT116 PTEN-null 93, Measles CPE 6, Phagocytosis inh -3, GALR2 blocker 6, E-sel TNF inh 28, Yeast growth inh -33, NPY-Y2 antag 0, Yeast life ext -13 and bCat KO growth 77.
For COc1ccc(Nc2nc(N)nc(CSc3nnc(N)s3)n2)cc1 the results were MRP-1 activ -1.2, HCT116 PTEN-null 90, Measles CPE 14, Phagocytosis inh 0, GALR2 blocker 2, E-sel TNF inh -1, Yeast growth inh 6, NPY-Y2 antag 4, Yeast life ext -4 and bCat KO growth 101.
Screening CCS(=O)(=O)N1CCC(C(=O)NCc2cccc(OC)c2)CC1 returned MRP-1 activ -2.0, HCT116 PTEN-null 93, Measles CPE 0, Phagocytosis inh -3, GALR2 blocker -1, Yeast growth inh -23, NPY-Y2 antag -1, Yeast life ext -7 and bCat KO growth 96.
O=C(CC(O)(c1ccccc1)C(F)(F)C(F)F)c1cccs1 (configuration not stated) was read as MRP-1 activ -1.0, HCT116 PTEN-null 89, Measles CPE 2, Phagocytosis inh 0, GALR2 blocker 3, E-sel TNF inh 5, Yeast growth inh 12, NPY-Y2 antag 1, Yeast life ext -13 and bCat KO growth 97.
For CCCn1nnnc1SCC(=O)NNC(=O)C1CCCCC1 the results were MRP-1 activ 2.2, HCT116 PTEN-null 113, Measles CPE 13, GALR2 blocker -1, E-sel TNF inh 17, Yeast growth inh 18, NPY-Y2 antag 1, Yeast life ext -6 and bCat KO growth 101.
Screening CCn1c(SCC(=O)Nc2cccc(F)c2)nc2c(c1=O)SC(C)C2 (configuration not stated) returned MRP-1 activ -2.1, HCT116 PTEN-null 91, Measles CPE 23, GALR2 blocker -2, Yeast growth inh -40, NPY-Y2 antag 7, Yeast life ext -6 and bCat KO growth 95.
Screening COc1ccc(OC)c(NC(=O)C23CCC(C)(C(=O)C2)C3(C)C)c1 (configuration not stated) returned MRP-1 activ -0.5, HCT116 PTEN-null 101, Measles CPE 6, Phagocytosis inh -1, GALR2 blocker 3, E-sel TNF inh -18, Yeast growth inh -56, NPY-Y2 antag 0, Yeast life ext 22 and bCat KO growth 92.
`COc1ccc(/C(O)=C2\C(=O)C(=O)N(CCN(C)C)C2c2cccc(OC)c2OC)cc1` (configuration not stated) gave MRP-1 activ 0.0, HCT116 PTEN-null 92, Measles CPE 10, Phagocytosis inh -9, GALR2 blocker 0, E-sel TNF inh -5, Yeast growth inh -26, NPY-Y2 antag 3, Yeast life ext 4 and bCat KO growth 81.
Cn1cc([N+](=O)[O-])c(C(=O)N(Cc2ccccc2)Cc2ccccc2)n1 was read as MRP-1 activ -2.0, HCT116 PTEN-null 101, Measles CPE 17, Phagocytosis inh 2, GALR2 blocker 6, E-sel TNF inh -10, Yeast growth inh -27, NPY-Y2 antag 2, Yeast life ext -1 and bCat KO growth 93.
O=C(O)COc1ccc(/C=C/c2ccc3cccc([N+](=O)[O-])c3n2)cc1 was read as MRP-1 activ -1.4, HCT116 PTEN-null 97, Measles CPE 7, Phagocytosis inh -1, GALR2 blocker 11, E-sel TNF inh -40, Yeast growth inh -12, NPY-Y2 antag -1, Yeast life ext -5 and bCat KO growth 102.
`CCOC(=O)N1CCN(C(=O)C(NC(=O)c2ccc(CC)cc2)C(C)C)CC1` (configuration not stated) gave MRP-1 activ -0.2, HCT116 PTEN-null 84, Measles CPE 8, Phagocytosis inh 1, GALR2 blocker 3, E-sel TNF inh -9, Yeast growth inh -24, NPY-Y2 antag 6, Yeast life ext -14 and bCat KO growth 86.
CCOC(=O)c1c(C)[nH]c(C(=O)COC(=O)CSC)c1C was read as MRP-1 activ 0.1, HCT116 PTEN-null 90, Measles CPE 4, Phagocytosis inh 0, GALR2 blocker 2, E-sel TNF inh 4, Yeast growth inh -60, NPY-Y2 antag 3, Yeast life ext -19 and bCat KO growth 110.
Screening CC(C)c1ccccc1NC(=O)COc1ccc(C(=O)NCCc2ccccc2)cc1 returned MRP-1 activ -1.8, HCT116 PTEN-null 82, Measles CPE 20, Phagocytosis inh -4, GALR2 blocker 1, E-sel TNF inh -7, Yeast growth inh -32, NPY-Y2 antag -1, Yeast life ext -4 and bCat KO growth 85.
O=C(Nc1nc(-c2ccco2)c(-c2ccco2)s1)C1CC(=O)N(c2ccc3c(c2)OCCO3)C1 (configuration not stated) was read as MRP-1 activ -1.4, HCT116 PTEN-null 89, Measles CPE 14, Phagocytosis inh 4, GALR2 blocker 0, E-sel TNF inh -38, Yeast growth inh -81, NPY-Y2 antag 1, Yeast life ext -10 and bCat KO growth 99.
COc1cccc(-n2c(COc3ccccc3C)nnc2SCC(=O)O)c1 was read as MRP-1 activ -1.1, HCT116 PTEN-null 101, Measles CPE 3, Phagocytosis inh 0, GALR2 blocker -4, E-sel TNF inh -34, Yeast growth inh -3, NPY-Y2 antag 3, Yeast life ext -6 and bCat KO growth 97.
O=C(CCc1ccccc1)NNC(=O)C12CC3CC(CC(C3)C1)C2 was read as MRP-1 activ -2.6, HCT116 PTEN-null 99, Measles CPE 3, Phagocytosis inh 1, GALR2 blocker -19, E-sel TNF inh -20, Yeast growth inh -14, NPY-Y2 antag 2, Yeast life ext -4 and bCat KO growth 99.
For CC(C)NC(=S)N/N=C/c1cc(Br)ccc1O the results were MRP-1 activ 5.0*, HCT116 PTEN-null 9, Measles CPE 19, Phagocytosis inh -11, GALR2 blocker 8, E-sel TNF inh -15, Yeast growth inh -18, NPY-Y2 antag -4, Yeast life ext -7 and bCat KO growth 12.
`CCn1c(N2CCC(C)CC2)nc2c1c(=O)n(C)c(=O)n2C` gave MRP-1 activ -3.5, HCT116 PTEN-null 91, Measles CPE 18, Phagocytosis inh -1, GALR2 blocker 3, E-sel TNF inh 2, Yeast growth inh -38, NPY-Y2 antag -1, Yeast life ext -3 and bCat KO growth 95.
`CCCC(C)C(=O)Nc1cccc(NC(C)=O)c1` (configuration not stated) gave MRP-1 activ -0.8, HCT116 PTEN-null 92, Measles CPE 5, Phagocytosis inh 0, GALR2 blocker -11, E-sel TNF inh -9, Yeast growth inh 4, NPY-Y2 antag -3, Yeast life ext -2 and bCat KO growth 96.
Screening CCOC(=O)c1c(C)[nH]c(C(=O)CSc2nnnn2-c2ccc(C)cc2)c1C returned MRP-1 activ -3.2, HCT116 PTEN-null 64, Measles CPE 5, Phagocytosis inh 0, GALR2 blocker 2, E-sel TNF inh 49, Yeast growth inh -38, NPY-Y2 antag 3, Yeast life ext -28 and bCat KO growth 70.
COc1ccc(C(=O)Nc2nc(-c3cccs3)c(NC(C)=O)s2)cc1 was read as MRP-1 activ -0.3, HCT116 PTEN-null 96, Measles CPE 6, GALR2 blocker -3, E-sel TNF inh 3, Yeast growth inh -45, NPY-Y2 antag 2 and bCat KO growth 91.
`CCOC(=O)c1cccc(N2C(=O)C3C(C(=O)NC4CC4)C4(C)C=CC3(O4)C2C(=O)NC(C)(C)C)c1` (configuration not stated) gave MRP-1 activ -0.7, HCT116 PTEN-null 105, Measles CPE 2, Phagocytosis inh 0, GALR2 blocker 0, E-sel TNF inh -15, Yeast growth inh 4, NPY-Y2 antag 1, Yeast life ext -8 and bCat KO growth 101.
Screening Brc1ccc2c(c1)C(C1=NCCN1)c1ccccc1CS2 (configuration not stated) returned MRP-1 activ -4.4, HCT116 PTEN-null 21, Measles CPE 1, Phagocytosis inh 1, GALR2 blocker 6, E-sel TNF inh 18, Yeast growth inh -20, NPY-Y2 antag 4, Yeast life ext 9 and bCat KO growth 18.

From PubChem BioAssay
